Compound activity as filed in PubChem.
LDHA inh = inhibitors of human lactate dehydrogenase A; P00338; purified LDHA, NADH/diaphorase-resazurin fluorescence; hits give low values; activity change, % (values are at about 110 or 230 µM); 480,000 compounds, 0.15% hits; AID 1347041; in the data active = activity change below about -30%; inconclusive = mostly about -25% to -30%;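 note: plate controls were DMSO wells for no effect and wells without enzyme for full effect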
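Remaining NADH was detected by diaphorase (0.133 mg/mL) converting 37 µM resazurin to fluorescent resorufin, read at 0 and 20 minutes. The preceding 5-minute room-temperature reaction used 2 nM LDHA, 0.2 mM sodium pyruvate and 0.06 mM NADH at pH 7.4.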
BLM helicase inh = Bloom syndrome helicase (human) inhibition. P54132. recombinant BLM DNA unwinding, fluorescence dequenching. Potency, µM (highest dose often 56.1 µM), for the others: at the top dose activity change, negative = inhibition, most hits filed as inhibitors. 350,000 compounds, 0.2% hits;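 note: potency is the fitted concentration of half-maximal effect; plate controls were vehicle for no effect and no enzyme for full effect; nearly all actives have a fitted effect of over 35% in size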
Pol iota inh = inhibitors of human DNA polymerase iota | Pol iota fluorescent replication assay, 10 min | Potency, µM (series often up to 115 µM), inactives show at the top dose activity, negative = inhibition, most hits filed as inhibitors | 390,000 compounds, 1% hits; note: potency is the fitted concentration of half-maximal effect
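Pol iota at 10 nM preincubated 15 min with compounds at room temperature; reaction started with fluorescent substrate, 50 nM final. Fluorescence read kinetically at 0 and 10 min; buffer-only wells as negative control.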
APE1 inh = inhibitors of human APE1 endonuclease | recombinant APE1, TAMRA/BHQ-2 abasic DNA cleavage fluorescence | Potency, µM (series often up to 65.8 µM), without a hit: at the top dose activity change, negative = inhibition, actives largely listed as inhibitors | 350,000 compounds, 0.35% hits | AID 2517;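 note: potency is the fitted concentration of half-maximal effect; plate controls were vehicle for no effect and reference inhibitor for full effect; nearly all actives have a fitted effect of over 55% in size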
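0.75 nM APE1 + cpd, 15 min RT; start w/ 50 nM TAMRA/BHQ-2 THF-abasic dsDNA; kinetic fluor 525/598 nm ×3 reads @60 s; Δ(read3−read1); normalized to DMSO and NSC13755 control wells.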
POLH inh = inhibitors of human DNA polymerase eta. AID 588591. 390,000 compounds, 1.2% hits. Potency, µM (doses to about 114 µM), inactives show at the highest dose activity change, negative = inhibition, actives largely listed as inhibitors. recombinant Pol eta, fluorescent DNA replication assay; note: potency is the fitted concentration of half-maximal effect; % is set by controls: 0 for no effect and ±100 for the full control effect
Target sequence (Q9Y253 whole entry, looked up): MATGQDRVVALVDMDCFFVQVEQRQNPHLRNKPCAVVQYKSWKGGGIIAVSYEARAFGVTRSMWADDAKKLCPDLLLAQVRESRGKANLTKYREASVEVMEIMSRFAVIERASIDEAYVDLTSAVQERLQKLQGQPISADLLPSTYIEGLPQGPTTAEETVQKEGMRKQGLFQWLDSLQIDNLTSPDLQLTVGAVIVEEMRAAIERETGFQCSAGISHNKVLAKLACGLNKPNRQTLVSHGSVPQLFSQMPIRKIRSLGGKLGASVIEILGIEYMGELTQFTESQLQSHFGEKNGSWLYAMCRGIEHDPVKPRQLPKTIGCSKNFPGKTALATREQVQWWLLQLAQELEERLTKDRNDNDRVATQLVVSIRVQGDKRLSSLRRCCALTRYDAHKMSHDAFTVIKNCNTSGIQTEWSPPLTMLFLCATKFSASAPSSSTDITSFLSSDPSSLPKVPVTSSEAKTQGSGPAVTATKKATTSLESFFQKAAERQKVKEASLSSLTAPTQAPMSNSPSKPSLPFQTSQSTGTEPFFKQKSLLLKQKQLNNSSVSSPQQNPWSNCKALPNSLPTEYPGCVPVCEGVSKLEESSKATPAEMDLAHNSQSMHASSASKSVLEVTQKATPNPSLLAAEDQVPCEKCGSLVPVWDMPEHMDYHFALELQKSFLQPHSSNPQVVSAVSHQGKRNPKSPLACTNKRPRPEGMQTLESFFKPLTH
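Pol eta (10 nM) was preincubated with compounds for 15 min at room temperature, after which fluorescent replication substrate (50 nM final) was added to start the reaction. Fluorescence was read kinetically at 0 and 10 min.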
Pol kappa inh = DNA polymerase kappa (human) inhibition; Q9UBT6; purified Pol kappa, fluorescent DNA synthesis assay, 10 min; Potency, µM (doses to about 107 µM), inactives show top-dose activity, negative = inhibition, actives largely listed as inhibitors; 400,000 compounds, 0.53% hits; AID 588579; note: potency is the fitted concentration of half-maximal effect; % is set by controls: 0 for no effect and ±100 for the full control effect
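50 nM final substrate added after 15 min RT preincubation of 10 nM Pol kappa with compound; fluorescence read at 0 and 10 min.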
Glioma ERSR ind = ER stress response induction in glioma | Potency, µM, for the others: top-dose activation, actives largely listed as activators | 420,000 compounds, 0.02% hits | U87-MG GRP78 promoter luciferase reporter, 16 h; note: potency is the fitted concentration of half-maximal effect; series mostly up to about 76 µM; % of control where 0% means no effect; nearly all actives have a fitted effect of over 35% in size
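ERSR induction read as luciferase luminescence (Bright-Glo, 10 min at room temperature) in stably transfected human U87-MG glioma cells exposed to compounds for 16 h, using GRP78 as sensor.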
Apoferritin bind = binds horse apoferritin like a general anesthetic; AID 485281; Potency, µM (series often up to 77.5 µM), inactives show at the highest dose activity change, negative = displacement, most hits filed as inhibitors; 350,000 compounds, 0.074% hits; P02791; apoferritin/1-aminoanthracene competitive binding, fluorescence; note: potency is the fitted concentration of half-maximal effect; % is set by controls: 0 for no effect and ±100 for the full control effect; nearly all actives have a fitted effect of over 20% in size
Target sequence (P02791 2-175 limits assumed): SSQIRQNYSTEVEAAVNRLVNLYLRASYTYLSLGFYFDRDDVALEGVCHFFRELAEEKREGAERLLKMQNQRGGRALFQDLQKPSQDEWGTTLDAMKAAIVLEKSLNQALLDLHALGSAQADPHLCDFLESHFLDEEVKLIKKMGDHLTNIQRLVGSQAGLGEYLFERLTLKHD
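10 uM apoferritin + 50% sat. 1-AMA, PBS; cpd 10 min RT; Ex380/Em535 endpoint; normalized to free probe vs complex; 4-param Hill fit; propofol titration as pos. ctrl.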
Pol beta inh = blocks human DNA polymerase beta activity; Pol beta primer extension/strand displacement, fluorescence kinetic; Potency, µM (titrated, usually from 114 µM), without a hit: top-dose activity change, negative = inhibition, most hits filed as inhibitors; 340,000 compounds, 1.3% hits; AID 485314; note: potency is the fitted concentration of half-maximal effect; % is set by controls: 0 for no effect and ±100 for the full control effect
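Values derive from four-parameter Hill fits of normalized kinetic data: reads at 0 and 10 min following addition of 50 nM substrate to 10 nM Pol beta preincubated 15 min with compound.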
An asterisk follows results filed as active; ? = inconclusive; / = no result given; [ ] = dose if it differs, or a comment. Unless noted, calls come from the whole dose curve; as a rule, active = well fitted curve in the direction sought with a large enough effect; inconclusive = small, poorly fitted or top-dose-only effect, or another doubt; inactive = no such curve, though single readings can be large; an effect the other way counts as inactive or inconclusive. Only part of the results is shown; rates above refer to the full screens.

#1 CCN1CCN(CCCNC(=O)CCc2nc(-c3ccc(OC)cc3)no2)CC1
#2 CCOC(=O)N1CCC(NC(=O)CCC(=O)N2CC(C)Oc3ccc(C)cc32)CC1 (stereo unspecified)
#3 CS(=O)(=O)Nc1ccc(C(=O)Nc2ccccc2Cl)cc1
#4 CCCOc1ccc(Cc2nn3c(=O)/c(=C/c4ccco4)sc3nc2=O)cc1
#5 CCOC(=O)c1c(C)n(-c2ccccc2)c2ccc(OC(=O)c3cc(OC)cc(OC)c3)cc12
#6 CC(=O)Nc1cccc(C(=O)OCC(=O)c2ccc3c(c2)OCO3)c1
#7 Cc1ccc2c(=O)cc(CSc3ncn[nH]3)[nH]c2c1C
#8 CCS(=O)(=O)n1nc(-c2ccc(Cl)cc2)nc1SCc1ccccc1
screen / no.	1	2	3	4	5	6	7	8
LDHA inh	-3	-4	-4	1	-5	-2	2	1
BLM helicase inh	3%	-1%	4%	-4%	-5%	/	3%	-11%
Pol iota inh	35%[activator]	2%	-3%	6.3µM*	22%	20%	3%	-8%
APE1 inh	?	-1%	1%	?	/	-3%	/	-4%
POLH inh	0%	-1%	-4%	25µM*	-16%	7%	-4%	-12%
Pol kappa inh	5%	-2%	-9%	8.9µM*	-16%	-14%	2%[60.1 µM]	-9%
Glioma ERSR ind	-3%	-9%	4%	-4%	2%	-12%	-4%	-4%
Apoferritin bind	-5%	-11%	-11%	-10%	1%	/	-4%	-23%
Pol beta inh	13%	3%	1%	25µM*	-2%	/	?	-1%

Molecules from the list above that have a halogen, in the order listed:
#3 CS(=O)(=O)Nc1ccc(C(=O)Nc2ccccc2Cl)cc1
#8 CCS(=O)(=O)n1nc(-c2ccc(Cl)cc2)nc1SCc1ccccc1
screen / no.	3	8
LDHA inh	-4	1
BLM helicase inh	4%	-11%
Pol iota inh	-3%	-8%
APE1 inh	1%	-4%
POLH inh	-4%	-12%
Pol kappa inh	-9%	-9%
Glioma ERSR ind	4%	-4%
Apoferritin bind	-11%	-23%
Pol beta inh	1%	-1%

Next part
#9 COc1ccccc1NC(=O)C(C)Nc1ccc(C)c(Cl)c1 (stereo unspecified)
#10 O=C(OCC(=O)N1CCCC1)c1cc2c(cc1[N+](=O)[O-])OCCO2
#11 CCOC(=O)N1CCN(C(=O)CN(Cc2ccc(Cl)cc2)S(C)(=O)=O)CC1
#12 COCCNc1nc2ccccc2nc1NS(=O)(=O)c1ccc(C)cc1C
#13 COc1ccc(N(C)S(=O)(=O)c2cccc(C(=O)OCC(=O)c3c(N)n(C)c(=O)n(C)c3=O)c2)cc1
#14 CCn1c(SCC(=O)Nc2ccccc2C(=O)OC)nnc1-c1cccc(C)c1
#15 Cc1nn(-c2nc(-c3ccco3)cc(C(F)(F)F)n2)c(C)c1Cl
#16 CC(=O)c1c(C)[nH]c(C(=O)OCC(=O)Nc2ccc3c(c2)OCCO3)c1C
screen / no.	9	10	11	12	13	14	15	16
LDHA inh	0	0	-6	-10	-8	-5	-11	1
BLM helicase inh	-5%	/	-2%	2%	/	-2%	1%	/
Pol iota inh	165%[activator]	-17%	7%	1%	20%	-10%	7%	14%
APE1 inh	-7%	9%	4%	1%	5%	25%	-1%	17%
POLH inh	0%	-6%	-13%	0%	-17%	5%	-7%	-21%
Pol kappa inh	-8%	-1%	-9%	2%	-4%	-3%	-15%	1%
Glioma ERSR ind	-5%	-5%	-3%	-11%	-6%	-4%	-5%	-4%
Apoferritin bind	-4%	/	6%	-1%	/	-23%	-11%	/
Pol beta inh	-1%	/	0%	-1%	/	11%	-29%	/

Look-ups from above:
APE1 inh with O=C(OCC(=O)N1CCCC1)c1cc2c(cc1[N+](=O)[O-])OCCO2 stands at 9%
LDHA inh with Cc1nn(-c2nc(-c3ccco3)cc(C(F)(F)F)n2)c(C)c1Cl stands at -11

Next structures follow.
#17 CC(CCN1CCC(CN2C(=O)C(=O)NC[C@@H]2Cc2ccccc2)CC1)c1ccccc1 (stereo partly specified)
#18 O=S(=O)(Nc1cccc(S(=O)(=O)N2CCCCCC2)c1)c1ccc(F)cc1F
#19 CCOCC(=O)OCC(=O)Nc1cc(OC)c([N+](=O)[O-])cc1C
#20 CC(C)(C)[C@H]1COC(=O)CCCC/C=C\C[C@H](CC(=O)N(CCO)Cc2ccccc2)C(=O)N1
#21 O=C(O)CC(NC(=O)C1c2ccccc2Oc2ccccc21)c1ccc(Cl)cc1 (stereo unspecified)
#22 CCC1(OC(=O)CN(C)C)C(=O)OCc2c1cc1n(c2=O)Cc2cc3c(N)cccc3nc2-1 (stereo unspecified)
#23 CCc1noc(C)c1C(=O)Nc1ccc(S(=O)(=O)N2CCC(C)CC2)cc1
#24 COc1ccc(CCNC(=O)C2CCN(S(=O)(=O)c3ccc(Cl)cc3)CC2)cc1OC
screen / no.	17	18	19	20	21	22	23	24
LDHA inh	-2	-6	-7	5	-1	30	-2	-2
BLM helicase inh	/	/	-5%	/	4%	/	/	2%
Pol iota inh	-16%	17%	125%[activator]	15%	17%	8.9µM*	24%	-11%
APE1 inh	/	-5%	-4%	-29%	9%	/	-14%	-2%
POLH inh	-9%	-21%	4%	-14%	-7%	7.9µM*	-14%	-10%
Pol kappa inh	-23%	0%	1%	1%	-7%	?	-15%	9%
Glioma ERSR ind	-1%	-4%	-2%	-2%	1%	-6%	-2%	-5%
Apoferritin bind	/	/	-15%	/	6%	/	/	4%
Pol beta inh	/	/	2%	/	-13%	/	/	26%

#25 CCOC(=O)c1nn2c(C(F)(F)F)cc(-c3ccc(C)cc3)nc2c1Cl
#26 CCOC(=O)N1CCN(C(=O)C2CC(c3ccc(F)cc3)=NO2)CC1 (stereo unspecified)
#27 Cc1ccc(S(=O)(=O)Cn2nnnc2C(c2ccccc2)N2CCN(c3ccccc3)CC2)cc1 (stereo unspecified)
#28 COc1ccc(CC(=O)Nc2cccc(-c3ccc4nnc(C)n4n3)c2)cc1
#29 Cc1ccc(-c2cc(C(=O)O)c3sc(N4CCCCC4)nc3n2)cc1
#30 COc1ccc(CCNC(=O)COC(=O)c2ccccn2)cc1
#31 NC(=O)Cc1ccc2c(c1)[nH]c1ccccc12
#32 COc1ccccc1C(=O)N/N=C(\C)c1cccnc1
screen / no.	25	26	27	28	29	30	31	32
LDHA inh	-14	-6	-5	-3	1	-2	-8	-15
BLM helicase inh	-1%	3%	-3%	-2%	-7%	/	0%	/
Pol iota inh	4%	-15%	22%	15%	10%	35%[activator]	-10%	56%[activator]
APE1 inh	/	-1%	1%	3%	-8%	17%	-3%	/
POLH inh	1%	-8%	-11%	-2%	0%	-17%	-3%	-1%
Pol kappa inh	-5%	-4%	-5%	-13%	-9%	6%	-8%	-1%
Glioma ERSR ind	0%	3%	1%	1%	0%	1%	-3%	0%
Apoferritin bind	-2%	2%	-5%	-16%	95%[activator]	/	22%	/
Pol beta inh	13%	-6%	1%	51%	21%	/	-1%	/

#33 O=C(c1ccc(Cl)cc1)N1CCN(S(=O)(=O)/C=C/c2ccccc2)CC1
#34 COc1ccc(N2CCN(CCNC(=O)Nc3ccc(C)cc3Cl)CC2)cc1
#35 COC(=O)c1ccc(S(=O)(=O)N2CCc3ccccc3C2)cc1
#36 CS/C(=N\N(C)C(N)=O)c1ccccc1
#37 CC1(NC(=O)CC(c2ccccc2)(c2ccccc2)c2ccccc2)CCN(Cc2ccc(-c3ccccc3)cc2)C1=O (stereo unspecified)
#38 CC(=O)c1cccc(NC(=O)NC(C)C2CCCO2)c1 (stereo unspecified)
#39 CN(C)/C=C/C(=O)c1cnc2n(c1=O)CCS2
#40 O=C(O)C1CC(c2ccc(F)cc2)=NO1 (stereo unspecified)
screen / no.	33	34	35	36	37	38	39	40
LDHA inh	1	-5	-1	-2	2	-10	0	-2
BLM helicase inh	/	1%	3%	1%	/	1%	0%	2%
Pol iota inh	17%	-12%	13%	22%	24%	-7%	41%[activator]	-3%
APE1 inh	-23%	17%	-9%	-5%	9%	7%	-1%	13%
POLH inh	-13%	-4%	-9%	-19%	-18%	2%	-1%	-2%
Pol kappa inh	17%	-10%	-6%	7%	0%	-8%	-10%	-11%
Glioma ERSR ind	-5%	2%	-6%	-4%	-2%	-5%	-4%	-4%
Apoferritin bind	/	-4%	-6%	-1%	/	-9%	-8%	-9%
Pol beta inh	/	4%	0%	6%	/	0%	34%	7.9µM*

Along the list, from the results shown:
Nos. 23–31 in Pol iota inh: 24%, -11%, 4%, -15%, 22%, 15%, 10%, 35%[activator], -10%
Nos. 23–31 in POLH inh: -14%, -10%, 1%, -8%, -11%, -2%, 0%, -17%, -3%

An excerpt from above in order of their number in Pol kappa inh, rising:
nr	canonical_smiles	Pol kappa inh
39	CN(C)/C=C/C(=O)c1cnc2n(c1=O)CCS2	-10%
35	COC(=O)c1ccc(S(=O)(=O)N2CCc3ccccc3C2)cc1	-6%
37	CC1(NC(=O)CC(c2ccccc2)(c2ccccc2)c2ccccc2)CCN(Cc2ccc(-c3ccccc3)cc2)C1=O (stereo unspecified)	0%
36	CS/C(=N\N(C)C(N)=O)c1ccccc1	7%

The list continues.
#41 CCOC(=O)C1(Cc2ccccc2)CCCN(Cc2ccc(OCCO)cc2)C1 (stereo unspecified)
#42 COc1cccc(CN(C)C(=O)c2ccc(C)c(S(=O)(=O)N3CCCCC3)c2)c1
#43 CCOc1ccc2c(c1)c(=O)c(C(=O)c1ccc(CC)cc1)cn2CC(=O)Nc1ccc2c(c1)OCCO2
#44 Cc1ccc2c(c1)C(=O)OC1(O)C3C4C=CC(C4)C3C(=O)N21 (stereo unspecified)
screen / no.	41	42	43	44
LDHA inh	2	0	0	-2
BLM helicase inh	4%	/	-18%	0%
Pol iota inh	32%	44%[activator]	30%[activator]	-2%
APE1 inh	0%	-6%	/	-3%
POLH inh	-8%	-12%	-3%	-14%
Pol kappa inh	17%	7%	-8%	-3%
Glioma ERSR ind	0%	-7%	-1%	-5%
Apoferritin bind	-7%	/	-8%	-6%
Pol beta inh	8%	/	-10%	-7%
